aSyn rescue: qHTS of alpha-syn Inhibitors; Yeast expressing alpha-synuclein, growth rescue, BacTiter-Glo, 24 h; Potency, µM (highest dose often 46.1 µM), for the others: top-dose growth rescue (activation), most hits filed as activators; 0.14% of 370,000 active; AID 652106, 2013; also: % of control where 0% means no effect; nearly all actives have a fitted effect of over 65% in size
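Readout is rescue of growth in alpha-synuclein-expressing yeast, so inhibitors of toxicity appear as activators. Growth after 24 hr at 30 deg C in galactose medium is quantified by luminescence.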
TDP43 rescue: qHTS of TDP-43 Inhibitors. TDP-43 expressing yeast growth rescue, BacTiter-Glo, 24 h. Potency, µM (top dose mostly 46.1 µM), for inactives: top-dose growth rescue (activation), most hits filed as activators. 1.8% of 410,000 active. AID 652104, 2013; also: % of control where 0% means no effect; nearly all actives have a fitted effect of over 50% in size
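Yeast expressing TDP-43 (pregrown in raffinose, seeded at OD600=0.02 in galactose medium) exposed to compounds 24 hr at 30 deg C. Growth read by BacTiter-Glo luminescence; rescue of toxicity appears as increased signal.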
EPAC2 agonist: qHTS for Agonist of cAMP-regulated guanine nucleotide exchange factor 4 (EPAC2): primary screen; EPAC2 activation, biochemical qHTS; response scale: 100% = 6.5 mM cAMP response; Potency, µM (titrated, usually from 154 µM), for the others: at the highest dose activation, most hits filed as activators; 0.079% of 360,000 active; also: nearly all actives have a fitted effect of over 50% in size
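Setup: EPAC2 100 nM, labeled Rap1B complex 250 nM, free GDP 50 uM. Compound titrations pinned in, brief spin, 5 min room temperature incubation. Kinetic fluorescence read over 30 min, normalized to 6.5 mM cAMP.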
EPAC1 antag: qHTS for Antagonist of cAMP-regulated guanine nucleotide exchange factor 3 (EPAC1): primary screen | 0.14% of 360,000 active | Rap guanine nucleotide exchange factor 3 (Homo sapiens), O95398 | Potency, µM (top dose mostly 115 µM), without a hit: at the top dose activity change, negative = inhibition, usual class: inhibitors | AID 720709, 2013 | EPAC1 GEF assay, Rap1b-BODIPY-GDP exchange fluorescence;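 also: plate controls were vehicle for no effect and positive control for full effect; nearly all actives have a fitted effect of over 50% in size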
Target sequence (O95398 whole entry, looked up): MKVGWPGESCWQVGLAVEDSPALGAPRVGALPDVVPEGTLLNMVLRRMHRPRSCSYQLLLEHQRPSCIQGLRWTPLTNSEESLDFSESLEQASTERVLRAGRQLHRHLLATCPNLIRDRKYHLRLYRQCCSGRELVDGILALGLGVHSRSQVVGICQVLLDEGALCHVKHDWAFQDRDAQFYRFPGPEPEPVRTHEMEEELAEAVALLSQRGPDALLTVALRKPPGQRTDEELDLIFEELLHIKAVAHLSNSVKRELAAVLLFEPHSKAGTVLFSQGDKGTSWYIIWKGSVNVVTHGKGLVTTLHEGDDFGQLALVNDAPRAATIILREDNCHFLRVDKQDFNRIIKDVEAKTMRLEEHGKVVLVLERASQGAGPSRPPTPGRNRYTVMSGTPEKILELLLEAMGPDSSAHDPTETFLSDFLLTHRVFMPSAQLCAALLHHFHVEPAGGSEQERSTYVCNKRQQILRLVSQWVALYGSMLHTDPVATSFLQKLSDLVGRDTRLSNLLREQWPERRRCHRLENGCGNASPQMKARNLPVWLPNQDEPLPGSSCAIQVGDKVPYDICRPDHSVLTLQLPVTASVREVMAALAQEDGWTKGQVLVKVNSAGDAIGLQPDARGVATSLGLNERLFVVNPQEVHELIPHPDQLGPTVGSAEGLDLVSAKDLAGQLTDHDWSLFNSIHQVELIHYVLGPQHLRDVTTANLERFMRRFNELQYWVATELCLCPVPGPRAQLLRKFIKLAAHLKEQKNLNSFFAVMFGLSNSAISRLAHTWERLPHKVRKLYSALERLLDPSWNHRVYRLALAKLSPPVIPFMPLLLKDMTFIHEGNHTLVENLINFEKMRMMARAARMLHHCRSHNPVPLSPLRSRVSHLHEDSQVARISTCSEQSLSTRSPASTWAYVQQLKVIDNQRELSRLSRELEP
PTHR1 ag: qHTS for PTHR1 Agonists: Primary Screen | HEK293 GP2 PTHR1 cells, GloSensor cAMP luminescence, 1 h | 0.075% of 410,000 active | Potency, µM (doses to about 115 µM), inactives show top-dose activation, actives largely listed as activators | AID 743266, 2014; also: nearly all actives have a fitted effect of over 55% in size; some results filed as inactive show a strong effect at the top dose; inactives centre near -15; many of its hits are not listed in these tables
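HEK-293-derived GP2 cells expressing PTHR1 and a GloSensor cAMP reporter, 3,000/well, plated overnight, given luciferin plus IBMX (each 0.5 mM as added) for 1 h at 37 °C, then compound for 1 h at 37 °C. Luminescence was read after 15 min at room temperature.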
EPAC1 ag: qHTS for Agonist of cAMP-regulated guanine nucleotide exchange factor 3 (EPAC1): primary screen. Potency, µM (highest dose often 154 µM), for the others: at the highest dose activation, usual class: activators. 0.073% of 360,000 active. Rap guanine nucleotide exchange factor 3 (Homo sapiens), O95398. AID 720707, 2013. EPAC1 agonist qHTS, biochemical assay; response scale: 100% = response to 6.5 mM cAMP; also: nearly all actives have a fitted effect of over 60% in size
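Fluorescent GDP-exchange assay: 100 nM EPAC1 with 250 nM Rap1B preloaded with BODIPY-GDP and 50 uM GDP; compounds tested as concentration series, 5 min at room temperature, then read every 5 min for 30 min (ex 480/em 540 nm); normalized to 6.5 mM cAMP.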
FUS yeast rescue: qHTS for Suppressors of FUS Proteinopathy: Primary screen using FUS-linked yeast assay; S. cerevisiae FUS-expressing, growth rescue, OD600, 24 h; Potency, µM (highest dose often 76.6 µM), inactives show top-dose growth rescue (activation), most hits filed as activators; 0.24% of 390,000 active;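 also: plate controls were DMSO vehicle for no effect and reference control for full effect; nearly all actives have a fitted effect of over 55% in size; some results filed as inactive show a strong effect at the top dose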
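Yeast FUS proteinopathy model; galactose-induced FUS (2%), starting OD 0.005. Cpds in dilution series, 24hr, 30C, 99% humidity. Abs 600 nm growth. Pos ctrl CP55940 (top 92uM final); neg ctrl DMSO.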
EPAC2 antag: qHTS for Antagonist of cAMP-regulated guanine nucleotide exchange factor 2 (EPAC2): primary screen; Rap guanine nucleotide exchange factor 4 (Homo sapiens), Q8WZA2; EPAC2 GEF exchange of Rap1B-BODIPY-GDP, fluorescence; Potency, µM (doses to about 114 µM), for the others: at the highest dose activity, negative = inhibition, usual class: inhibitors; 0.18% of 360,000 active; also: % is scaled to controls: 0 for no effect and ±100 for the full control effect; nearly all actives have a fitted effect of over 45% in size; many of its hits are not listed in these tables
Active calls of the source: *; i = inactive; ? = inconclusive; nt = not tested or not shown; [ ] = another dose, or the depositor's remark. Calls follow the shape of the dose curve; as a rule, active = well fitted curve in the direction sought with a large enough effect; inconclusive = small, poorly fitted or top-dose-only effect, or another doubt; inactive = no such curve, though single readings can be large; an effect the other way counts as inactive or inconclusive. Potency is read from the fitted curve at half-maximal effect.

SMILES | aSyn rescue | TDP43 rescue | EPAC2 agonist | EPAC1 antag | PTHR1 ag | EPAC1 ag | FUS yeast rescue | EPAC2 antag
CN(C)C(CNC(=O)CCNC(=O)c1ccc(Br)cc1)c1ccco1 (configuration not stated) | 0% | 14% | 6% | 4% | -13% | 1% | 27% | -4%
O=S(=O)(Nc1ccc(C(F)(F)F)cc1)c1ccc2c(c1)OCCO2 | 23% | ? | nt | nt | -18% | nt | 6% | nt
CCOC(=O)C1CCCN(C2CC(=O)N(c3cccc(C)c3)C2=O)C1 (configuration not stated) | -3% | -93%[inhibitor] | 5% | 8% | -4%[57.5 µM] | 4% | 40% | 3%
CCc1c(C)sc(NC(=O)c2ccoc2C)c1C(N)=O | -47%[inhibitor] | -92%[inhibitor] | 6% | 1% | -19% | 5% | 13% | -4%
Cc1cc(OCCCN2CCC(C(O)(c3ccccc3)c3ccccc3)CC2)ccc1Br | -31%[inhibitor] | 7% | 19% | 0% | i | 2% | 31% | -9%
COc1ccc(N2C(=O)C(CC(=O)Nc3ccccc3)N(Cc3ccccn3)C2=S)cc1 (configuration not stated) | 2% | 9% | 10% | -16% | i | -4% | 28% | -4%
O=C(Nc1ccc(F)c(F)c1)c1oc2ccccc2c1NC(=O)C1CCCO1 (configuration not stated) | 0% | 16%[9.22 µM] | -4% | 2% | i | -6% | -3% | -19%
CCOC(=O)[C@]12CCC=C1N(Cc1ccco1)C(=O)[C@H](CC(=O)N1CCN(C(=O)c3ccco3)CC1)C2 | 7% | 24% | -4% | 10% | -6% | -4% | 18% | 4%
CCC(CC)c1nnc(NC(=O)COc2ccc3c(C)cc(=O)oc3c2)s1 | 2% | -25% | 6% | -6% | 1% | 14% | ? | -13%
COc1ccc(CCNC(=O)C2CCN(C(=O)c3ccc([N+](=O)[O-])cc3)CC2)cc1 | -20% | 1% | 17% | 5% | -13% | 8% | 18% | -1%
Nc1ccccc1-c1nc2ccccc2c(=O)o1 | -1% | ? | 6% | 0% | -22% | -5% | 22% | 15%
Cc1ccc([C@H]2C[C@@H](O)[C@H](n3cc(C4CC4)nn3)CN2Cc2cccs2)cc1 | 16% | 12% | 28% | 2% | -31% | 5% | -14% | -17%
NCC(=O)c1cccc2ccc[n+]([O-])c12 | -7% | 2% | 9% | 4% | i | -6% | -26% | -3%
Cc1[nH]c(=O)[nH]c(=O)c1/C=C/C(=O)O | -2% | 6% | 5% | 6% | i | -3% | -43% | 3%
COc1ccccc1-c1nc(SCC(=O)N(C)c2ccccc2)c2c(=O)n(C)c(=O)n(C)c2n1 | 7% | 16%[9.22 µM] | -3% | -7% | i | 2% | -5% | 5%
COc1ccc(Cl)cc1C(=O)NCC(c1ccco1)N1CCCC1 (configuration not stated) | 2% | 17% | -5% | -1% | i | 3% | 24% | 6%
O=C(CCN1C(=O)NC2(CCCC2)C1=O)Nc1cccc(S(=O)(=O)N2CCOCC2)c1 | -2%[1.84 µM] | 6% | 9% | 16% | -18% | 1% | 19% | 2%
Cc1noc(C)c1C(=O)Nc1ccc2c(c1)CCC2 | 0% | -18% | 11% | 13% | i | 13% | 14% | 3%
Cc1cc(N2CCCC2=O)cc(C)c1S(=O)(=O)NCCOc1ccc(C(C)(C)C)cc1 | 11% | 8% | -15% | ? | i | 14% | 45% | -19%
Cc1sc(NC(=S)NC(=O)c2ccc(C(C)(C)C)cc2)c(C#N)c1C | 2% | -2% | 3% | ? | -20% | -5% | 9% | -2%
CCC(C(=O)NC1CCCC1)n1c(SCc2cccc(C)c2)nc2ccncc21 (configuration not stated) | 4% | 4% | -4% | -2% | -40%[inhibitor] | -3% | 4% | -28%
O=C(NCc1ccc(F)cc1)c1cccc2c1C(=O)N(Cc1cccnc1)C2 | 8% | 0% | 7% | 6% | i | 3% | -10% | 12%
Cc1nc2c(ccc3c2ccc2nc(C)sc23)s1 | 5% | 9% | 2% | -9% | i | 5% | -19% | 8%
O=C(O)c1ccc2c(c1)C(=O)/C(=C\c1ccco1)C2=O | 0% | 13% | 3% | -20% | -40%[inhibitor] | 2% | 17% | 3%
Cc1cc(-n2nc(C)cc2C)nc(N)n1 | 1% | -16% | -1% | -3% | i | 3% | -38% | 1%

Part of the list above, reduced to EPAC2 agonist and EPAC2 antag:
Molecule	EPAC2 agonist	EPAC2 antag
Cc1noc(C)c1C(=O)Nc1ccc2c(c1)CCC2	11%	3%
CN(C)C(CNC(=O)CCNC(=O)c1ccc(Br)cc1)c1ccco1 (configuration not stated)	6%	-4%
Cc1nc2c(ccc3c2ccc2nc(C)sc23)s1	2%	8%
O=C(CCN1C(=O)NC2(CCCC2)C1=O)Nc1cccc(S(=O)(=O)N2CCOCC2)c1	9%	2%
COc1ccccc1-c1nc(SCC(=O)N(C)c2ccccc2)c2c(=O)n(C)c(=O)n(C)c2n1	-3%	5%
Cc1[nH]c(=O)[nH]c(=O)c1/C=C/C(=O)O	5%	3%

Next part.
SMILES | aSyn rescue | TDP43 rescue | EPAC2 agonist | EPAC1 antag | PTHR1 ag | EPAC1 ag | FUS yeast rescue | EPAC2 antag
Cc1cccc(NC(=S)NCc2cccs2)c1C | 11% | ? | 3% | -1% | i | 0% | 5% | 3%
CCn1c(SCC(=O)NCCc2ccccc2)nnc1-c1ccco1 | -14% | -3% | -6% | 12% | i | -2% | -8% | 4%[57.1 µM]
CN1CCN(C2=C(Cl)C(=O)N(c3ccc(Cl)c(Cl)c3)C2=O)CC1 | 6% | 0% | 6% | -10% | i | 2% | 15% | -1%
Cc1nn(C2CCCCC2)c(N)c1-c1ccccc1 | -5% | -4% | -8% | 0% | -8%[57.5 µM] | 13% | 21% | -6%
COc1ccc(CN=C2Nc3ccccc3CS2)cc1 | nt | 12% | 23% | -17% | -38%[inhibitor] | 5% | 5% | -19%
COCCCNC(=O)CN1CCN(Cc2ccc(Cl)cc2)C1=O | 2% | 0% | 2% | 1% | 0% | 0% | -15% | 1%
Cn1c(=O)c2c(nc(NCc3ccco3)n2CCc2ccccc2)n(C)c1=O | -2% | -20% | -53%[inhibitor] | -6% | -11%[57.5 µM] | -1% | 7% | 4%[57.1 µM]
Cc1ccc(S(=O)(=O)N(C)C[C@@H]2OCc3cn(nn3)CCCC(=O)N([C@H](C)CO)C[C@H]2C)cc1 | -1% | 4% | 9% | -25% | 5% | 3% | 6% | 3%
Fc1ccc(C2CCCN2Cc2nc(CC3CC3)no2)cc1 (configuration not stated) | 1% | 15% | 6% | 11% | i | 10% | -5% | -12%
O=[N+]([O-])c1cc([N+](=O)[O-])c(Oc2c(Cl)cccc2Cl)cc1NN1CCCCC1 | 5% | 14% | 5% | -5% | -14% | -1% | -15% | -11%
O=P(CCc1ccccc1)(c1ccccc1)c1ccccc1 | 15% | 6% | 5% | -2% | i | 4% | 1% | -13%
Cc1cccc(CNc2ncnc3[nH]ncc23)c1 | 3% | -15% | -7% | 1% | -21% | 14% | -16% | 2%
COc1cccc(NC(=O)CN(C)C(=O)CC(NC(=O)c2ccccc2Cl)c2ccccc2)c1 (configuration not stated) | 10% | 16% | -2% | -7% | -19% | -10% | 9% | -12%
CC1CC(C)CN(C(=O)COC(=O)c2ccc[nH]c2=O)C1 (configuration not stated) | 0% | 14% | 10% | -1% | i | 5% | nt | 8%
O=C(NC1CCCCC1)c1ccccc1NC(=O)C1CC1 | -3% | 12% | 8% | -3% | -7%[57.5 µM] | 3% | 17% | 0%
COc1ccc(NC(=O)c2cc(-c3cccs3)on2)cc1 | -6% | -26% | 10% | -29% | i | 8% | 37% | 3%
COc1cccc(-c2nc(N3CC(C)CC(C)C3)c3ccccc3n2)c1O (configuration not stated) | 7% | 13µM* | 3% | -28% | i | -13% | 22% | -13%
Cc1oc2cc3oc(=O)c(CC(=O)NCC(=O)N[C@@H](C(=O)O)c4ccccc4)c(C)c3cc2c1C | -1% | 0% | 0% | -18% | 17% | -17% | 12% | 12%
CC1(OC(=O)c2ccc(Cl)nc2)C(=O)C=C2C=C3CCCN3C=C2C1=O (configuration not stated) | 0% | -17% | 7% | -14% | 17% | -22% | ? | 4%
CCCCOc1ccccc1C(=O)NCCCC(=O)O | -3% | 3% | 4% | 3% | i | 3% | -1% | 6%
O=C(Cc1ccccc1)Nc1ccccc1C(=O)NCC1CCCO1 (configuration not stated) | 0% | 16% | 11% | -7% | i | -12% | 3% | -1%
CCOC(=O)Oc1ccc(C(=O)OCCCN(C)C)cc1OC | 3% | 20% | -12% | 1% | i | -1% | nt | 8%
O=C(O)c1ccc(Cl)c(N2C(=O)Nc3ccccc3N2O)c1 | 3% | 19% | 4% | -15% | -8% | -3% | -28% | -11%
CC(O)(c1ccc(Cl)cc1)C(c1ccccc1)c1ccccn1 (configuration not stated) | -23% | -19% | -1% | -4% | -13% | -3% | nt | -26%
Cc1ccc(N=CC2=C(O)CC(C)(C)CC2=O)nc1 | 1% | ? | 0% | -12% | i | 0% | 1% | 1%

Whole records, quoted from the list. Order of screens: aSyn rescue	TDP43 rescue	EPAC2 agonist	EPAC1 antag	PTHR1 ag	EPAC1 ag	FUS yeast rescue	EPAC2 antag
O=C(NC1CCCCC1)c1ccccc1NC(=O)C1CC1 is entered as -3%	12%	8%	-3%	-7%[57.5 µM]	3%	17%	0%
O=C(Cc1ccccc1)Nc1ccccc1C(=O)NCC1CCCO1 (configuration not stated) is entered as 0%	16%	11%	-7%	i	-12%	3%	-1%

An excerpt; count on the stated rates, not on these rows.
